# From PubChem
# F508del corr: CFTR F508del correction in bronchial cells; CFBE cells, YFP halide quenching; stimulated with forskolin plus potentiator P3; % fluorescence drop versus neutral controls; activity (quench increase), % at 7.58 µM; actives 0.36% (n = 350,000); AID 720511;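 active = mean added fluorescence quench of at least 8% versus neutral control, with both replicates also reaching 8%; inconclusive = only one of the mean or replicate conditions met; inactive = mean below 8% and not both replicates reaching 8%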;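 also: cells transiently co-express mutant CFTR-F508del with the halide-sensitive YFP; corrector assay measuring rescue of mutant channel to the surface after 24 h compound exposure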
# FN deposit inh: fibronectin deposition inhibition; AH1F fibroblasts, Alexa488-fibronectin deposition fluorescence, overnight; inhibition, % at 12.6 µM; actives 0.086% (n = 350,000); AID 743247;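 active = mean inhibition across replicates of 30% or more, regardless of how many single replicates reach that level; inconclusive = mean under 30% yet at least half of replicates reach 30%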;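 also: positive control wells lacked labelled fibronectin entirely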
#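 Test system: AH1F fibroblast monolayer depositing Alexa488-labelled fibronectin into matrix. Input: 10000 cells per well. Technique: fluorescence, ex 485 nm, em 525 nm. Buffer or medium: DMEM plus 2% serum, read in PBS. Timing: 1 h cell adhesion before compound, then overnight fibronectin incubation. Compound: single dose, pinned. Read-out basis: inhibition from reduced deposited-fibronectin fluorescence.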
# PAX8 inh HTS: inhibitors of PAX8 transcriptional activity in RMG-I cells; RMG-I TPO-luciferase reporter, SteadyGlo, 24 h; inhibition, % at 12.6 µM; actives 1.2% (n = 360,000); AID 652154;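 active = mean replicate inhibition at least 60% with every replicate also reaching 60%; inconclusive = only one of the two criteria is met; inactive = mean below 60% and not all replicates reaching 60%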;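 also: luciferase light reporting Pax8 driven TPO promoter activity; plate controls were median of neutral control wells for no effect and mitoxantrone controls for full effect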
# miR122 inh: miR-122 inhibition in Huh7 cells | Huh7 miR-122 Renilla luciferase sensor, 48 h; neutral wells = 0, positive control = 100 | activation (reporter increase), % at 12.5 µM | actives 0.3% (n = 340,000) | AID 602342;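 active = mean replicate activation score at least 90 and every replicate individually at or above 90; inconclusive = only one of the two criteria met; inactive = neither criterion met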;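 also: higher luciferase means less miR-122 activity so hits act as miR-122 inhibitors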
# GSIS activator: primary screen for activators of insulin secretion dependent on glucose, INS-1E cells, GLuc reporter luminescence; actives 0.61% (n = 370,000); INS-1E GLuc reporter insulin secretion, 2-3 h; activation, % at 16.6 µM;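 active = lowest replicate activation of at least 40%, so every replicate reaches that level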;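 also: 0% = median of neutral control wells and 100% = median of IBMX positive control wells; some compounds called inactive have numbers as strong as hits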
# DENV2 CPE: protects cells from dengue virus 2 cytopathic effect; DENV2-infected cells, cytopathic effect rescue, plate reader; CPE inhibition, % at 9.99 µM; actives 1.7% (n = 350,000); in the data active = CPE inhibition above about 20%, passing the limit was not always enough; inconclusive = no clear call, values can overlap the other calls; tested in BHK-21 cells;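 also: 0% = median of neutral control wells and 100% = median of positive control wells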
# EWS-Fli inh: inhibitors of EWS/Fli oncoprotein transcriptional activity; A673 NR0B1-luciferase reporter, viability-normalised; actives 0.67% (n = 350,000); AID 651661; inhibition, % at 12.6 µM;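 active = mean inhibition of at least 50% after viability correction, with every replicate also passing that limit; inconclusive = mean reaches 50% but only one of two replicates passes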;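 also: firefly luciferase signal divided by Alamar Blue viability fluorescence both relative to DMSO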
# Active calls of the source: *; u = inconclusive; x = no result given; [ ] = another dose, or the depositor's remark.
entry	compound	F508del corr	FN deposit inh	PAX8 inh HTS	miR122 inh	GSIS activator	DENV2 CPE	EWS-Fli inh
1	O=[N+]([O-])c1ccc(NN=CCCc2ccccc2)nc1	0.6	4	-68	0	2	-1	-40
2	C[C@H]1CN([C@@H](C)CO)C(=O)c2cc(/C=C/c3ccccc3)cnc2O[C@H]1CN(C)C	-1.9	4	x	5[16.7 µM]	-8	1	-9
3	CCCn1c(=O)c(C(=O)NCc2ccccc2OC)c(O)c2ccccc21	-0.4	-2	13	7	13	-4	0
4	CCOC(=O)NC(=S)Nc1cccc(C)n1	1.9	-3	-8	-2	24	13	-2
5	CCCCOc1ccc(C2(C)NC(=O)N(C)C2=O)cc1 (centres undefined)	2.3	-12	26	-7	5	-2	-3
6	O=C([C@@H]1N[C@@H]2c3ccc(C4=CCCCC4)c(=O)n3C[C@@H]2[C@H]1CO)N1CCc2ccccc2C1	-1.3	x	-7	-7[16.7 µM]	-3	x	-22
7	CCCNC(=O)N(C)C[C@@H]1Oc2cc(-c3ccccc3F)ccc2S(=O)(=O)N([C@@H](C)CO)C[C@@H]1C	-1.3	-2	-5	x	-11	-1	-4
8	O=C(Nc1cccc(-n2cnnn2)c1)c1cccnc1	0.9	1	-16	-3	28	2	-2
9	O=S(=O)(Nc1ncnc2sccc12)c1cccc(F)c1	-0.1	-7	13	8	-7	-1	1
10	CCOc1ccc(/C=C/C(=O)N(CC)CC(=O)Nc2c(F)cccc2F)cc1OC	-0.8	-7	-12	6	x	1	-1
11	CC(C)Cn1c(N)c(C(=O)COC(=O)C2=COCCO2)c(=O)n(C)c1=O	x	-5	2	-2	x	x	x
12	O=C(COc1cccc(Br)c1)NN=C1c2ccccc2-c2ccccc21	-2.2	1	2	-16	1	x	0
13	CCCC#Cc1cnc2c(c1)C(=O)N([C@@H](C)CO)C[C@H](C)[C@@H](CN(C)Cc1cccnc1)O2	-2.4	-13	x	-4[16.7 µM]	-4	-11	2
14	COC(=O)c1sccc1NC(=O)CC1C(=O)NCCN1C(=O)c1ccc(N(C)C)cc1 (centres undefined)	-0.3	-2	27	-5	1	1	-1
15	CN1CCN(c2ccccc2NC(=O)Cn2ncc3c([nH]c4ccccc43)c2=O)CC1	3.2	1	-15	-9	0	7	x
16	O=C(CN(Cc1ccco1)C(=O)c1ccc(Cl)cc1)Nc1ccc(Cl)c(Cl)c1	x	3	20	-4	7	x	x
17	O=C(Nc1ccccc1)N(Cc1ccccc1)Cc1ccccc1	x	-2	x	17	-5	x	x
18	COc1ccccc1CNC(=O)c1cccc(C)c1[N+](=O)[O-]	-3.2	-19	-3	0	15	15	-19
19	O=C(O)C1=C(C(=O)O)C2C=CC1C2	-0.7	-10	-9	-1	x	-6	0
20	O=C(CN1C(=O)NC(Cc2ccccc2)C1=O)Nc1ccc(OC(F)F)cc1 (centres undefined)	2.3	-5	4	2	11	10	0
21	Cn1c(SCC(=O)N/N=C/C=C/c2ccccc2[N+](=O)[O-])nc2ccccc21	x	5	23	x	-32	-3	0
22	O=C(CSCc1ccccc1Br)NNC(=S)NCc1ccco1	0.7	8	6	-1	-7	10	1
23	c1ccc(SSc2ccccc2)cc1	-0.8	4	6	0	0	3	0
24	COc1ccc(S(=O)(=O)Nc2ccc3c(c2)C(=O)N([C@@H](C)CO)C[C@@H](C)[C@@H](CN(C)C(=O)NC(C)C)OCCCC[C@@H](C)O3)cc1	-1.6	x	-16	-5[16.7 µM]	-12	6	-3
25	CCCCCCC(=O)N/N=C/c1ccc(Br)cc1	x	4	-22	x	-19	x	x
26	C[C@H]1CCCCO[C@H](CN(C)C(=O)Nc2ccc3c(c2)OCO3)[C@@H](C)CN([C@@H](C)CO)C(=O)c2cc(NC(=O)Nc3ccc(F)cc3)ccc2O1	-1.6	x	32	-12[16.7 µM]	20	14	-1
27	C[C@H](CO)N1C[C@H](C)[C@@H](CN(C)S(=O)(=O)c2cccs2)Oc2c(NC(=O)CCC(F)(F)F)cccc2C1=O	-1.9	-3	-21	12	-21	-7	-4
28	O=C(Nc1cc2c(cc1Br)OCCCO2)c1cccnc1	-1.4	x	-55	4	4	2	x
29	C[C@@H]1CCCCO[C@@H](CN(C)C(=O)Nc2ccc3c(c2)OCO3)[C@@H](C)CN([C@H](C)CO)C(=O)c2cc(NS(=O)(=O)c3ccccc3)ccc2O1	-0.9	3	-13	2[16.7 µM]	1	u	-31
30	COC(=O)c1ccccc1NC(=O)CSc1nnnn1CC(=O)O	2.7	-16	5	-5	3	5	0
31	COc1ccc(Cn2c(O)c(C=Nc3ccccc3)c3ccccc3c2=O)cc1	x	-6	-16	x	4	0	-16
32	C[C@@H]1CCCCO[C@@H](CN(C)C(=O)c2ccccc2)[C@@H](C)CN([C@H](C)CO)C(=O)c2cc(NC(=O)Nc3ccc(F)cc3)ccc2O1	0.4	x	-6	-5[16.7 µM]	29	1	2
33	O=C(c1ccc([N+](=O)[O-])o1)N1CCc2ccccc2C1	-0.1	6	20	5	33	-8	8
34	O=C(COC(=O)c1ccc2ccccc2n1)Nc1ncc(C(F)(F)F)cc1Cl	x	7	x	-4	16	x	x
35	O=C(COC(=O)CCS(=O)(=O)c1ccc(Cl)cc1)NCCc1ccccc1	-1.2	1	28	0	-6	-2	2
36	CCCC(=O)Nc1ccc2c(c1)C(=O)N(C)C[C@@H](OC)[C@@H](C)CN(CCc1ccccc1)[C@H](C)CO2	2.6	16	x	3[16.7 µM]	-4	-3	10
37	CSC(=NC#N)N1CCN(C(=NC#N)SC)CC1	-1.4	7	-51	0	-1	0	11
38	CC(C)CC#Cc1cnc2c(c1)C(=O)N([C@H](C)CO)C[C@H](C)[C@H](CN(C)C(=O)c1cccnc1)O2	-0.5	x	x	18[16.7 µM]	5	-2	-7
39	CCC1Sc2ccc(S(=O)(=O)Nc3cc(OC)cc(OC)c3)cc2NC1=O (centres undefined)	-0.2	1	2	x	-40	-8	x
40	COc1ccccc1CNC(=O)C[C@H]1C[C@H]2c3cc(NC(=O)Nc4ccccc4F)ccc3O[C@H]2[C@H](CO)O1	-1.4	x	-18	5[16.7 µM]	2	-1	0

# An excerpt from above in order of number of heavy atoms, smallest number first:
entry	compound	F508del corr	FN deposit inh	PAX8 inh HTS	miR122 inh	GSIS activator	DENV2 CPE	EWS-Fli inh
19	O=C(O)C1=C(C(=O)O)C2C=CC1C2	-0.7	-10	-9	-1	x	-6	0
37	CSC(=NC#N)N1CCN(C(=NC#N)SC)CC1	-1.4	7	-51	0	-1	0	11
9	O=S(=O)(Nc1ncnc2sccc12)c1cccc(F)c1	-0.1	-7	13	8	-7	-1	1
12	O=C(COc1cccc(Br)c1)NN=C1c2ccccc2-c2ccccc21	-2.2	1	2	-16	1	x	0
3	CCCn1c(=O)c(C(=O)NCc2ccccc2OC)c(O)c2ccccc21	-0.4	-2	13	7	13	-4	0
31	COc1ccc(Cn2c(O)c(C=Nc3ccccc3)c3ccccc3c2=O)cc1	x	-6	-16	x	4	0	-16
15	CN1CCN(c2ccccc2NC(=O)Cn2ncc3c([nH]c4ccccc43)c2=O)CC1	3.2	1	-15	-9	0	7	x
27	C[C@H](CO)N1C[C@H](C)[C@@H](CN(C)S(=O)(=O)c2cccs2)Oc2c(NC(=O)CCC(F)(F)F)cccc2C1=O	-1.9	-3	-21	12	-21	-7	-4
24	COc1ccc(S(=O)(=O)Nc2ccc3c(c2)C(=O)N([C@@H](C)CO)C[C@@H](C)[C@@H](CN(C)C(=O)NC(C)C)OCCCC[C@@H](C)O3)cc1	-1.6	x	-16	-5[16.7 µM]	-12	6	-3

# New compounds follow
entry	compound	F508del corr	FN deposit inh	PAX8 inh HTS	miR122 inh	GSIS activator	DENV2 CPE	EWS-Fli inh
41	C[C@@H]1CCCCO[C@H](CN(C)Cc2ccccc2)[C@H](C)CN([C@@H](C)CO)C(=O)c2cc(NC(=O)Nc3ccccc3)ccc2O1	0.9	-19	-10	1[16.7 µM]	-22	-24	-5
42	Cc1ccc(S(=O)(=O)N(C)C[C@H]2OCCCC[C@@H](C)Oc3ccc(NC(=O)CCC(F)(F)F)cc3C(=O)N([C@@H](C)CO)C[C@@H]2C)cc1	-1.1	5	14	0[16.7 µM]	-11	-2	-7
43	C[C@@H]1CCCCO[C@@H](CN(C)Cc2ccncc2)[C@H](C)CN([C@@H](C)CO)C(=O)c2cc(NC(=O)CCC(F)(F)F)ccc2O1	-3.3	x	3	2[16.7 µM]	4	-5	-3
44	Cc1ccc(S(=O)(=O)Oc2ccccc2)cc1	0.1	-5	-30	1	18	1	-33
45	COc1ccc(S(=O)(=O)N(C)CC(=O)N2CCCC2)cc1Cl	0.7	-4	3	-5	12	3	-3
46	O=C(NCCN1CCCC1)[C@@H]1[C@@H](CO)[C@@H]2Cn3c(cccc3=O)[C@@H]2N1Cc1ccccn1	-0.7	-9	x	x	-3	9	-6
47	COc1ccc(NC(=O)N(C)C[C@H]2Oc3ccc(NS(C)(=O)=O)cc3C(=O)N([C@@H](C)CO)C[C@@H]2C)cc1	-0.7	-8	x	-1[16.7 µM]	18	-7	-5
48	CCOC(=O)CSc1ccccn1	0.0	-6	8	x	3	4	-4
49	C[C@H]1CN([C@@H](C)CO)C(=O)c2cc(C#CC(C)(C)O)cnc2O[C@@H]1CN(C)C(=O)CN(C)C	1.5	x	x	3[16.7 µM]	-9	-2	-3
50	O=C(C[C@H]1C=C[C@H](NC(=O)CC2CC2)[C@@H](CO)O1)NCc1ccc(-c2ccccc2)cc1	-2.2	3	10	-14[16.7 µM]	0	-1	-5
51	Cc1cc(C)c(NC(=O)COC(=O)C2CCN(c3ccc(C(F)(F)F)cn3)CC2)c(Cl)c1	-3.2	-2	-11	-3	-38	-10	-1
52	O=C(NC1(C(F)(F)F)N=C2SCCN2C1=O)c1ccccc1F (centres undefined)	-0.6	-1	-20	-3	-10	-1	3
53	C[C@H](CO)N1C[C@H](C)[C@H](CN(C)C(=O)CCC(F)(F)F)OCc2cn(nn2)CCCC1=O	1.8	5	x	4[16.7 µM]	12	u	-1
54	COc1ccccc1OCc1ccc(C(=O)NCC2CCCO2)o1 (centres undefined)	x	2	7	-3	x	x	x
55	CCc1nnc(NC(=O)C2CCN(S(=O)(=O)Cc3ccccc3)CC2)s1	x	-8	21	-1	4	x	x
56	COCC#Cc1ccc2c(c1)O[C@@H](CN(C)C(=O)C1CCOCC1)[C@@H](C)CN([C@@H](C)CO)S2(=O)=O	0.1	x	x	2[16.7 µM]	3	-3	8
57	CC1(C(=O)Nc2ccc3c(c2)OCCO3)CSCC(=O)N1CC(F)(F)F (centres undefined)	0.5	5	0	x	-2	2	-3
58	Cc1noc(C)c1NC(=O)N(C)C[C@@H]1Oc2c(NS(=O)(=O)c3ccc(Cl)cc3)cccc2C(=O)N([C@H](C)CO)C[C@H]1C	0.1	1	x	0[16.7 µM]	4	3	-3
59	Cc1ccc(OC(C)C(=O)N2CCN(c3ccccn3)CC2)cc1 (centres undefined)	0.0	x	-8	-10	10	6	-6
60	CCC(CO)NCc1ccc(OCC(=O)Nc2cccc(C(F)(F)F)c2)c(OC)c1 (centres undefined)	x	0	-8	x	-9	x	x
61	O=C1NC(=O)C(c2ccc(Cl)cc2)N1 (centres undefined)	0.1	-6	-19	-2	7	-6	12
62	CN(C)c1ccc(/C=C(\C#N)C(=O)OCC(=O)N(C)C2CCS(=O)(=O)C2)cc1 (centres undefined)	5.5	-8	-35	-1	-36	11	5
